Diaphorase inh: diaphorase inhibitors and chemical oxidizers, primary screen, counter-screen for diaphorase-coupled primary assays, biochemical, uHTS, resorufin fluorescence | diaphorase resazurin-to-resorufin fluorescence, NADH, 16 min; bacterial (C. kluyveri) enzyme, not human | inhibition, % at 20 µM | actives 0.69% (n = 190,000) | AID 1217, 2008;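 active = primary screen inhibition at 20 µM above a set limit, cut at about 50% in these data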;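 note: plate controls were DMSO with full reaction for no effect and wells lacking NADH for full effect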
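controls = No-NADH positive control and DMSO neutral control | system = Clostridium kluyveri diaphorase enzyme | timing = reaction incubation of 16 min at room temperature | signal = resorufin fluorescence 544/590 nm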
G6PDH CS: L. mesenteroides G6PDH inhibitors, counter-screen for G6PDH-coupled screening assays, biochemical, Leuconostoc mesenteroides enzyme. Purified L. mesenteroides G6PDH, diaphorase/resazurin coupled fluorescence, 45 min. inhibition, % at 5 µM. actives 0.12% (n = 200,000). AID 1020, 2008; in the data active = inhibition above about 50%
TNAP act hiacc: TNAP activators at high phosphate acceptor level, primary screen, biochemical, luminescence, uHTS; Alkaline phosphatase, tissue-nonspecific isozyme (Homo sapiens), P05186; purified TNAP, CDP-star luminescence, 1 M DEA, 30 min; hits give high values; 0 = EDTA background, 1 = DMSO-only activity; activation factor at 20 µM; 200,000 tested, under 10 active; AID 1136, 2008;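 active = activation factor at least 2 at 20 µM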
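Test system – human TNAP · Doses – 20 µM single point · Incubation – 30 min, room temperature · Signal – luminescent substrate turnover signal · Read-out basis – activation factor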
Diaph act CS: compounds boosting diaphorase resazurin reduction – biochemical, uHTS, resorufin fluorescence, counter-screen for diaphorase-coupled primary assays, primary screen; activation factor at 20 µM; actives 0.005% (n = 190,000); Diaphorase/resazurin coupled assay, 16 min; hits give high values; 1 = vehicle wells, 0 = NADH-free wells;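 active = diaphorase activity raised at least twofold by the compound at 20 µM; inactive = activation factor below 2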
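Material: purified diaphorase enzyme from Clostridium kluyveri; Also added: 0.114 mM NADH and 0.1 mM resazurin, final amounts; Doses: single compound dose of 20 µM, 1% DMSO final; Times: 16 min enzyme reaction, ambient temperature; Detection: resorufin fluorescence, excitation 544 nm, emission 590 nm; Measure: increased resorufin signal from activators or reducing compounds.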
TNAP inh noacc: human TNAP enzyme inhibitors, primary screen, biochemical, luminescent, no phosphate acceptor, uHTS. Alkaline phosphatase, tissue-nonspecific isozyme (Homo sapiens), P05186. purified TNAP, CDP-star luminescence, 30 min. inhibition, % at 20 µM. actives 0.26% (n = 200,000);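 active = tissue-nonspecific alkaline phosphatase inhibition above about 50% at 20 µM in the single-dose screen, limit read from the data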;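 note: 0% = DMSO negative control and 100% = EDTA positive control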
FLuc act counter: FLuc activators, initial screening, artefact control for FLuc-dependent activation tests, biochemical, ATPlite luminescence | activation factor at 10 µM | ATPlite luciferase biochemical, 10 min; 0 = ATP-free wells, 1 = DMSO control | 200,000 tested, under 10 active | Luciferin 4-monooxygenase (Photinus pyralis), P08659;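 active = luciferase activation factor, scaled between plate controls, of at least 2 with compound at 10 µM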
Target sequence (P08659 whole entry, looked up): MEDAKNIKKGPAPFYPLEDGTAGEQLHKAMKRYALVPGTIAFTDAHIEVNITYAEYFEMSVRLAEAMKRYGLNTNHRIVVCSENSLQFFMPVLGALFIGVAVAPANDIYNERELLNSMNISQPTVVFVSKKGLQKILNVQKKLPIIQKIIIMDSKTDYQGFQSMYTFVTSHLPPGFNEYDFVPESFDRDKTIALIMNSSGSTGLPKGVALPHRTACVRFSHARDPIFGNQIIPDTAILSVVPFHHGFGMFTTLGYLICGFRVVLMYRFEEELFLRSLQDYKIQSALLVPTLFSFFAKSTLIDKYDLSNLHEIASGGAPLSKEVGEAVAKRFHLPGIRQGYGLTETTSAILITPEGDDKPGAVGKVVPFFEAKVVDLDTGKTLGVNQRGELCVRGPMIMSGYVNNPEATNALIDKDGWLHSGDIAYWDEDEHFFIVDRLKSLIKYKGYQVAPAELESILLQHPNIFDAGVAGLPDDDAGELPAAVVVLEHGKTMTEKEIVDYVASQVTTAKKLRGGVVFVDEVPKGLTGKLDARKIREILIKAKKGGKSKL
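Material: luciferase plus luciferin reagent, cell-free. Medium: PBS buffer for ATP. Also added: ATP substrate, dispensed from a 10.24 µM working solution in PBS. Doses: test compounds dosed from 2 mM stocks in 100% DMSO. Incubation: 10 min post-reagent at room temperature. Technique: light output (luminescence). Read-out basis: luminescence gain marking luciferase activators.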
HMGR II inh: inhibitors of E. faecalis class II HMGR, primary screen, biochemical, Enterococcus faecalis; HMG-CoA reductase (Enterococcus faecalis, mvaE); purified E. faecalis HMGR, NADPH absorbance 340 nm kinetic; inhibition, % at 10 µM; actives 0.41% (n = 190,000);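 active = inhibition above a set limit, the median over all tested compounds plus 3 SD, cut at about 9.5% in these data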;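 note: enzyme runs in reverse so mevalonate oxidation gives rising NADPH absorbance; 0% = complete reaction with DMSO and 100% = background rate lacking mevalonate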
PMI act satM6P: human PMI activators, high substrate, primary screen, biochemical, fluorescence intensity, near-saturating mannose 6-phosphate; Mannose-6-phosphate isomerase (Homo sapiens), P34949; coupled PMI enzyme assay, resazurin fluorescence, 20 min; hits give high values; 1 = untreated enzyme, 0 = substrate-free blank; actives 0.34% (n = 190,000); activation factor at 20 µM;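 active = activation factor of 2 or more at 20 µM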
Target sequence (P34949 whole entry, looked up): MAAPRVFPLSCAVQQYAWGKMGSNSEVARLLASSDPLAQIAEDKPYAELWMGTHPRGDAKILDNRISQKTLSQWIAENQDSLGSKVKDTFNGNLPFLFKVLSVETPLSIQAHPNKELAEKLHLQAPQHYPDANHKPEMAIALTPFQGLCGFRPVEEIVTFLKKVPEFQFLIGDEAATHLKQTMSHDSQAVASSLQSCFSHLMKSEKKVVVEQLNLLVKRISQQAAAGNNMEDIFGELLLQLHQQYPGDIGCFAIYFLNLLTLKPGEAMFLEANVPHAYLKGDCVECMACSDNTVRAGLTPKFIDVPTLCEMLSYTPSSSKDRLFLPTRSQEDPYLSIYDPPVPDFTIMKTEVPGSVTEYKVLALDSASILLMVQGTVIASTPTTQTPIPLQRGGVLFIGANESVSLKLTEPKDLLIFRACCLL
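Test system: human phosphomannose isomerase with PGI, G6PDH, diaphorase coupling enzymes; Amount: PMI at 15 ng/mL final; Reagent: Mannose-6-phosphate 1.0 mM (near-saturating) plus 0.22 mM NADP+; Timing: 20 min, room temperature; Technique: resorufin fluorescence at Ex 544/Em 590 nm; Dosing: 20 µM single dose.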
PMI act: activators of human PMI, primary screen, biochemical, fluorescence intensity, near-Km mannose 6-phosphate; purified human PMI, coupled resazurin fluorescence, 20 min; hits give high values; 1 = vehicle control, 0 substrate-free wells; activation factor at 20 µM; actives 0.005% (n = 190,000);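 active = activation factor of 2 or more at 20 µM, relative to plate controls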
TNAP inh hiacc: human TNAP enzyme inhibitors, primary screen, biochemical, luminescent, high phosphate acceptor level, uHTS; actives 0.03% (n = 200,000); AID 1135, 2008; Alkaline phosphatase, tissue-nonspecific isozyme (Homo sapiens), P05186; purified TNAP, CDP-star luminescence, 1 M DEA; inhibition, % at 20 µM;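 active = over 50% inhibition of tissue-nonspecific alkaline phosphatase at 20 µM in the single-dose screen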;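 note: plate controls were DMSO wells for no effect and EDTA-quenched wells as full inhibition for full effect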
* hit, by the source's call.

How did O=C1C(Cc2c[nH]c3ccccc23)NC(=S)N1C1CCCCC1 (stereo not drawn) do in these assays?
Diaphorase inh: 2.2; G6PDH CS: 7.3; TNAP act hiacc: 1; Diaph act CS: 1; TNAP inh noacc: -3.6; FLuc act counter: 1; HMGR II inh: -4.8; PMI act satM6P: 1; PMI act: 1; TNAP inh hiacc: 2.5

What do the screens show for `COC(=O)[C@@]1(Cc2ccc(OC)cc2)[C@H]2c3cc(C(=O)N4CCCC4)n(CCc4c[nH]c5ccc(O)cc45)c3C[C@H]2CN1C(=O)c1ccccc1`?
Diaphorase inh: 25.5; G6PDH CS: 20.9; TNAP act hiacc: 1; Diaph act CS: 0.7; TNAP inh noacc: -4.3; FLuc act counter: 1; HMGR II inh: -8.7; PMI act satM6P: 0.7; PMI act: 0.8; TNAP inh hiacc: 1.3

How did CCCCNc1nc(N)nc(-c2cc(Cl)ccc2O)n1 do in these assays?
Diaphorase inh: 9.4; G6PDH CS: -4.8; TNAP act hiacc: 1; Diaph act CS: 0.9; TNAP inh noacc: -5.4; FLuc act counter: 0.8; HMGR II inh: -1.4; PMI act satM6P: 0.9; PMI act: 1; TNAP inh hiacc: -3.7

Results for CN1CCN(C(=O)C2=C[C@@H](C(C)(C)C)C[C@@H](OCc3ccc(CO)cc3)O2)CC1 ?
Diaphorase inh: 1.2; G6PDH CS: 12.6; TNAP act hiacc: 1; Diaph act CS: 1; TNAP inh noacc: -5.1; FLuc act counter: 1; HMGR II inh: -0.7; PMI act satM6P: 1; PMI act: 1; TNAP inh hiacc: -3.9

Results for CCOC(Cn1c(SCc2cc(C(C)=O)ccc2OC)nc2ccccc2c1=O)OCC ?
Diaphorase inh: 8.0; G6PDH CS: -2.1; TNAP act hiacc: 1.1; Diaph act CS: 0.9; TNAP inh noacc: -28.4; FLuc act counter: 1.1; HMGR II inh: -1.5; PMI act satM6P: 0.9; PMI act: 1.1; TNAP inh hiacc: -8.5

How did O=Cc1ccc(Sc2nnc(-c3ccccc3)o2)c([N+](=O)[O-])c1 do in these assays?
Diaphorase inh: 24.8; G6PDH CS: -6.2; TNAP act hiacc: 1.1; Diaph act CS: 0.8; TNAP inh noacc: -8.9; FLuc act counter: 1.1; HMGR II inh: -1.2; PMI act satM6P: 0.9; PMI act: 0.9; TNAP inh hiacc: -5.5

How did Cc1ccc(S(=O)(=O)NC2(C(F)(F)F)NC(=O)N(C)C2=O)cc1 (stereo not drawn) do in these assays?
Diaphorase inh: -14.4; G6PDH CS: 24.6; TNAP act hiacc: 1; Diaph act CS: 1.1; TNAP inh noacc: 8.2; FLuc act counter: 1; HMGR II inh: -2.6; PMI act satM6P: 1.1; PMI act: 1.1; TNAP inh hiacc: -4.6

How did c1cncc(CSc2ccc(-c3cccnc3)nn2)c1 do in these assays?
Diaphorase inh: 2.6; G6PDH CS: 2.4; TNAP act hiacc: 0.9; Diaph act CS: 1; TNAP inh noacc: 2.5; FLuc act counter: 0.9; HMGR II inh: -2.5; PMI act satM6P: 1; PMI act: 1; TNAP inh hiacc: 7.1

What do the screens show for `O=C(COc1cccc(-n2cnnn2)c1)N1CCOCC1`?
Diaphorase inh: 9.7; G6PDH CS: -1.7; TNAP act hiacc: 1.1; Diaph act CS: 0.9; TNAP inh noacc: 1.5; FLuc act counter: 1.1; PMI act satM6P: 1; PMI act: 1.1; TNAP inh hiacc: -9.3

How did CC(NCc1ccccc1O)c1ccccc1 (stereo not drawn) do in these assays?
Diaphorase inh: 6.7; G6PDH CS: -5.9; TNAP act hiacc: 1; Diaph act CS: 0.9; TNAP inh noacc: -12.6; FLuc act counter: 1; HMGR II inh: 2.1; PMI act satM6P: 0.9; PMI act: 1; TNAP inh hiacc: -0.3

Results for COc1cccc(NC(=O)Nc2cc(Cl)ccc2C)c1 ?
Diaphorase inh: 4.1; G6PDH CS: -4.4; TNAP act hiacc: 1; Diaph act CS: 1; TNAP inh noacc: -6.5; FLuc act counter: 1; HMGR II inh: -5.0; PMI act satM6P: 1; PMI act: 1; TNAP inh hiacc: -2.8

How did CCOC(=O)C1=C(C)Nc2nc(C)nn2C1c1cc(OC)ccc1OC (stereo not drawn) do in these assays?
Diaphorase inh: 0.8; G6PDH CS: 8.7; TNAP act hiacc: 1; Diaph act CS: 1; TNAP inh noacc: -7.3; FLuc act counter: 1; HMGR II inh: -3.8; PMI act satM6P: 1.1; PMI act: 1.1; TNAP inh hiacc: -1.0

What do the screens show for `CCN(CC)C(=O)/C(=C/c1ccc2c(c1)OCO2)NC(=O)c1ccc(Br)cc1`?
Diaphorase inh: 14.8; G6PDH CS: -1.4; TNAP act hiacc: 1; Diaph act CS: 0.9; TNAP inh noacc: -23.6; FLuc act counter: 1.1; HMGR II inh: -2.5; PMI act satM6P: 1; PMI act: 0.9; TNAP inh hiacc: -4.0

How did Cc1nn(C)c2ncc(C(=O)c3cc(F)ccc3O)cc12 do in these assays?
Diaphorase inh: 11.8; G6PDH CS: 15.9; TNAP act hiacc: 1; Diaph act CS: 0.9; TNAP inh noacc: -8.1; FLuc act counter: 1; HMGR II inh: 0.1; PMI act satM6P: 0.9; PMI act: 0.9; TNAP inh hiacc: -2.0

How did CCOc1ccc2nc(N3CCCN(C(=O)Nc4ccccc4C)CC3)c(C#N)cc2c1 do in these assays?
Diaphorase inh: 37.3; G6PDH CS: -34.2; TNAP act hiacc: 1.2; Diaph act CS: 0.6; TNAP inh noacc: -57.4; FLuc act counter: 1; HMGR II inh: -2.4; PMI act satM6P: 0.8; PMI act: 0.8; TNAP inh hiacc: -24.0

How did CCC(=O)NCCc1nc2ccccc2n1Cc1ccccc1 do in these assays?
Diaphorase inh: 6.6; G6PDH CS: 0.6; TNAP act hiacc: 1; Diaph act CS: 0.9; TNAP inh noacc: -9.4; FLuc act counter: 1.1; HMGR II inh: -1.3; PMI act satM6P: 1.1; PMI act: 1.1; TNAP inh hiacc: -4.7

Results for CCc1cc2c(=O)n(-c3ccccc3)cnc2s1 ?
Diaphorase inh: 13.1; G6PDH CS: -11.2; TNAP act hiacc: 1; Diaph act CS: 0.9; TNAP inh noacc: -14.1; FLuc act counter: 0.9; HMGR II inh: -0.4; PMI act satM6P: 1; PMI act: 1; TNAP inh hiacc: -3.2

How did CCOC(=O)C1(CC2CCCCO2)CCN(C(=O)Nc2ccccc2CC)CC1 (stereo not drawn) do in these assays?
Diaphorase inh: -7.4; G6PDH CS: 9.5; TNAP act hiacc: 1; Diaph act CS: 1.1; TNAP inh noacc: -7.0; FLuc act counter: 1; HMGR II inh: -1.4; PMI act satM6P: 1; PMI act: 1; TNAP inh hiacc: -4.9

How did O=C(COC(=O)c1cncc(Br)c1)NCC1CCCO1 (stereo not drawn) do in these assays?
Diaphorase inh: 13.2; G6PDH CS: 3.1; TNAP act hiacc: 1.1; Diaph act CS: 0.9; TNAP inh noacc: -8.8; FLuc act counter: 1.1; HMGR II inh: 0.5; PMI act satM6P: 1; PMI act: 1; TNAP inh hiacc: -5.6

Results for CCc1c(C(=O)NCc2ccc3c(c2)OCO3)[nH]c(C)c1C(C)=O ?
Diaphorase inh: 7.8; G6PDH CS: -0.6; TNAP act hiacc: 1.1; Diaph act CS: 0.9; TNAP inh noacc: -13.6; FLuc act counter: 1.1; HMGR II inh: -4.9; PMI act satM6P: 1.1; PMI act: 1.1; TNAP inh hiacc: -8.1

Results for COc1ccccc1NC(=O)c1cc(Cl)ccc1NC(=O)c1ccco1 ?
Diaphorase inh: 16.9; G6PDH CS: -30.3; TNAP act hiacc: 1.1; Diaph act CS: 0.8; TNAP inh noacc: -8.9; FLuc act counter: 1.1; HMGR II inh: -7.6; PMI act satM6P: 1; PMI act: 0.9; TNAP inh hiacc: -5.7

Results for O=C(Nc1ccccc1)C1(c2ccccc2)CC1(Cl)Cl (stereo not drawn) ?
Diaphorase inh: -0.2; G6PDH CS: 4.0; TNAP act hiacc: 1; Diaph act CS: 1; TNAP inh noacc: -4.9; FLuc act counter: 1; HMGR II inh: 1.8; PMI act satM6P: 1; PMI act: 0.9; TNAP inh hiacc: -1.6

What do the screens show for `CCCCn1c(N)c(N2CCOCC2)c(=O)n(CC(=O)NC(C)c2ccccc2)c1=O` (stereo not drawn)?
Diaphorase inh: 1.7; G6PDH CS: 5.0; TNAP act hiacc: 1; Diaph act CS: 1; TNAP inh noacc: 0.7; FLuc act counter: 1; HMGR II inh: -5.7; PMI act satM6P: 1; PMI act: 1; TNAP inh hiacc: -1.7

3 records picked at random from those above, as already listed:
Results for CCc1c(C(=O)NCc2ccc3c(c2)OCO3)[nH]c(C)c1C(C)=O ?
Diaphorase inh: 7.8; G6PDH CS: -0.6; TNAP act hiacc: 1.1; Diaph act CS: 0.9; TNAP inh noacc: -13.6; FLuc act counter: 1.1; HMGR II inh: -4.9; PMI act satM6P: 1.1; PMI act: 1.1; TNAP inh hiacc: -8.1

How did Cc1nn(C)c2ncc(C(=O)c3cc(F)ccc3O)cc12 do in these assays?
Diaphorase inh: 11.8; G6PDH CS: 15.9; TNAP act hiacc: 1; Diaph act CS: 0.9; TNAP inh noacc: -8.1; FLuc act counter: 1; HMGR II inh: 0.1; PMI act satM6P: 0.9; PMI act: 0.9; TNAP inh hiacc: -2.0

How did CCOC(=O)C1(CC2CCCCO2)CCN(C(=O)Nc2ccccc2CC)CC1 (stereo not drawn) do in these assays?
Diaphorase inh: -7.4; G6PDH CS: 9.5; TNAP act hiacc: 1; Diaph act CS: 1.1; TNAP inh noacc: -7.0; FLuc act counter: 1; HMGR II inh: -1.4; PMI act satM6P: 1; PMI act: 1; TNAP inh hiacc: -4.9
